# TCR act: activates T cell receptor signaling; primary human leukocytes, anti-CD3, IL-2 HTRF, 48 h; AID 504894; 330,000 tested, under 10 active; Potency, µM (titrated, usually from 9.22 µM), for the others: at the top dose activation of IL-2 secretion, usual class: activators; also: % of control where 0% means no effect
#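 Activity was scored as IL-2 release from primary human leukocytes given only a TCR signal (a-CD3 beads) plus compound for 48 hr. Detection used a two-antibody HTRF format read at 665nm.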
# TSG101-PTAP inh: blocks PTAP/TSG101 interaction to inhibit HIV-1 budding; AID 493005; 340,000 tested, under 10 active; Q99816; Fluorescence polarization, FITC-PTAP peptide / Tsg101 binding; Potency, µM (top dose mostly 115 µM), for the others: at the top dose activity change, negative = inhibition, actives largely listed as inhibitors; active = well fitted inhibition curve with a large enough effect in the main read-out, with a control signal flat, not every such curve was filed as active; inconclusive = small, poorly fitted or top-dose-only effect, or effect the other way, or a change in a side signal; inactive = no such curve, though single readings can be large or run the other way; also: potency is read from the fitted curve at half-maximal effect; % of control where 0% means no effect
# Target sequence (Q99816 whole entry, looked up): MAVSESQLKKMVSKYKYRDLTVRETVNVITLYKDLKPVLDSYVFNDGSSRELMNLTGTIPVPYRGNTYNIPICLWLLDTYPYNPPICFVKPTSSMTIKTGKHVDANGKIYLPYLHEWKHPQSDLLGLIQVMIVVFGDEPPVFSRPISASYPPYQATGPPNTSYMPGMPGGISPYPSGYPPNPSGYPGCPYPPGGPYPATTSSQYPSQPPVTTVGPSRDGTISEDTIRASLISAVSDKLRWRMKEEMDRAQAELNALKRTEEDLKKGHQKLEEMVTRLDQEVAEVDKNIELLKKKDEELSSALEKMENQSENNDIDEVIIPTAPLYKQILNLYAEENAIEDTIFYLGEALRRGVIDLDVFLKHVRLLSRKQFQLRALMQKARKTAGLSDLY
#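 Steps: Tsg101 binding domain dispensed (10 uM final), compounds pinned in DMSO, FITC-labeled PTAP-motif peptide added (50 nM final); after 20 min binding at room temperature, polarization measured.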
# a7 integrin act: activators of alpha7 integrin expression for muscular dystrophy | alpha7betagal myoblasts, beta-gal FDG fluorescence, 48 h | Potency, µM (series often up to 38.3 µM), for inactives: at the highest dose activation, hits mostly activators | 350,000 tested, 0.064% active | AID 624291;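 also: potency is read from the fitted curve at half-maximal effect; 100% = response of the positive control SU9516; nearly all actives have a fitted effect of over 60% in size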
#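 Alpha7betagal+/- myoblasts (passage 13) were plated 16-24 hr, then exposed to compounds (1:260 dilution of DMSO stock) for 48 hours at 37C. After MPER lysis, β-galactosidase reporter activity was read as FDG fluorescence (ex 480/em 540) after 30 minutes.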
# AT treatment: potential ataxia-telangiectasia treatments restoring KAP-1 phosphorylation. […] A-T fibroblasts, KAP-1 phosphorylation AlphaLISA; neocarzinostatin DNA damage 30 min before lysis. 320,000 tested, 0.19% active. Potency, µM (top dose mostly 57.5 µM), for inactives: at the highest dose activation, most hits filed as activators. AID 485349; also: potency is read from the fitted curve at half-maximal effect; % of control where 0% means no effect; nearly all actives have a fitted effect of over 45% in size
#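 ATM-like activity read as KAP-1 phosphorylation via AlphaLISA donor/acceptor antibody pairs after lysis and 6 hr at 25C. Cells were ATM-null patient fibroblasts ([…], hTERT), dosed 60 min, then exposed to the DSB inducer NCS for 30 min.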
# MLL CXXC-DNA inh: inhibitors of human MLL CXXC domain-DNA interaction; Q03164; MLL-CXXC / FITC-HOXA9 DNA fluorescence polarization; Potency, µM (doses to about 115 µM), without a hit: top-dose activity change, negative = inhibition, most hits filed as inhibitors; 290,000 tested, 0.037% active; active = well fitted inhibition curve with a large enough effect in the polarisation, with a control signal flat, not every such curve was filed as active; inconclusive = small, poorly fitted or top-dose-only effect, or effect the other way, or a change in a side signal; inactive = no such curve, though single readings can be large or run the other way; the % refers to the polarisation; also: potency is read from the fitted curve at half-maximal effect
#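 Steps: dispense CXXC domain solution (7 uM) → pin compounds or unlabeled HOX-A9 DNA control → 5 min ambient → add FLSN-HOX-A9 solution (50 nM) → spin → 30 min ambient → fluorescence polarization. Tris pH 7.5/NaCl/DTT/BSA buffer.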
# TRPV1 ag: activates the human vanilloid receptor TRPV1 | TRPV1-expressing cells, Fluo-8 calcium influx, agonist mode | activation, % at 8.33 µM | 320,000 tested, 0.19% active | AID 540275; in the data active = activation above about 80%; inconclusive = between about 30% and that limit; also: 0% is about no effect
#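 Cells expressing TRPV1 were dye-loaded with Fluo-8 and read kinetically: 10 s baseline, 3 min after compound (agonist portion), then 2 min after EC20 capsaicin (allosteric enhancer portion). Calcium-bound dye fluorescence at 480/520 nm.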
# B2AR arrestin: agonists driving beta-arrestin recruitment to human beta2-adrenergic receptor. P07550. beta-arrestin recruitment to beta2AR, cell-based reporter. Potency, µM (titrated, usually from 46.1 µM), for inactives: at the highest dose activation, most hits filed as activators. 330,000 tested, 0.02% active. AID 492947;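 also: potency is read from the fitted curve at half-maximal effect; 0% = DMSO controls and full agonism = EC100 isoproterenol or metaproterenol; nearly all actives have a fitted effect of over 65% in size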
# Target sequence (P07550 whole entry, looked up): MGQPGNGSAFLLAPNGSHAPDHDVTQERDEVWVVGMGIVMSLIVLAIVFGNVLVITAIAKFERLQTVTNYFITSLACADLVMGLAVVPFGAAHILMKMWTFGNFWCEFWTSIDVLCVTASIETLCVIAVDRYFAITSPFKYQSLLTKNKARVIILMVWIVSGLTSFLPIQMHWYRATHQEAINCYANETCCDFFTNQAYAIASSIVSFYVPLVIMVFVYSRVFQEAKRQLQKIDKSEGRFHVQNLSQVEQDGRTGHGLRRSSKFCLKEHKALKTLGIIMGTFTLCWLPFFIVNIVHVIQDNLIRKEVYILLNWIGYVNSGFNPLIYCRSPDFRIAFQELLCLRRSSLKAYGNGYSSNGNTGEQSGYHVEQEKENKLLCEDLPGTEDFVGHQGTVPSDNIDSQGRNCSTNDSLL
# ELG1 repair inh: ELG1-dependent DNA repair inhibition; Potency, µM (titrated, usually from 46.1 µM), inactives show at the highest dose activity change, negative = inhibition, actives largely listed as inhibitors; 330,000 tested, 2.3% active; HEK293T ELG1-luciferase reporter, luminescence, 16 h; DNA damage induced by 5-fluorouridine; also: potency is read from the fitted curve at half-maximal effect; % is scaled to controls: 0 for no effect and ±100 for the full control effect; nearly all actives have a fitted effect of over 55% in size
#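 Quantitative HTS, concentration-response format. 2,000 cells/well co-treated with 5-fluorouridine and compound, 16 hr in 5% CO2 at 37 °C; ONE-Glo luminescence read after 30 min.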
# p53 reactivator: re-activators of mutant p53; 320,000 tested, 0.063% active; Potency, µM (series often up to 92.2 µM), for the others: top-dose activity change, positive = activation, usual class: activators; H1299 p53-A138V BP100-luciferase reporter, luminescence, 24 h; also: potency is read from the fitted curve at half-maximal effect; % of control where 0% means no effect; nearly all actives have a fitted effect of over 45% in size
#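 p53-null H1299 cells stably carrying temperature-sensitive p53-A138V and a BP100-luciferase reporter were pinned with compounds (4-point, 1:5 series) and held 24 hrs at 37 deg C. Luminescence was read 10 min after detection reagent.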
# BRCA1 expr up: BRCA1 expression activation. Potency, µM (top dose mostly 46.1 µM), inactives show at the highest dose activation, hits mostly activators. MCF7-BRCA1-FFLuc reporter, luminescence, 48 h; response scale: scaled: vehicle 0%, 10 µM genistein 100%. AID 624202. 380,000 tested, 1.1% active; also: potency is read from the fitted curve at half-maximal effect; nearly all actives have a fitted effect of over 80% in size; some results filed as inactive show a strong effect at the top dose
#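 Luminescence from a BRCA1-driven firefly luciferase in MCF7 cells was the read-out, taken 15 min after substrate addition following 48 h compound exposure at 37 °C. Data were normalized to a 10 microM genistein control and DMSO vehicle.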
# Numbers without * were called inactive; ? = inconclusive; · = not tested or not shown; [ ] = dose if it differs, or a comment. Unless noted, calls follow the shape of the dose curve; as a rule, active = well fitted curve in the direction sought with a large enough effect; inconclusive = small, poorly fitted or top-dose-only effect, or another doubt; inactive = no such curve, though single readings can be large; an effect the other way counts as inactive or inconclusive.
SMILES,TCR act,TSG101-PTAP inh,a7 integrin act,AT treatment,MLL CXXC-DNA inh,TRPV1 ag,B2AR arrestin,ELG1 repair inh,p53 reactivator,BRCA1 expr up
COc1nnc(-c2ccc(C)cc2)c2ccccc12,6.7%,-8.0%,-39.5%,2.2%,8.1%,0.1,-0.1%,-0.2%,7.8%,-24.3%
O=C(O)c1cc(-c2ccccc2)nn1CC1CC(c2cccc([N+](=O)[O-])c2)=NO1 (configuration not stated),-9.5%,-0.9%,-0.6%,·,·,·,·,·,·,-8.8%
Cn1c(N)c(C(=O)COC(=O)c2cc(C3CC3)nc3ccccc23)c(=O)n(Cc2ccccc2)c1=O,1.4%,2.0%,-1.0%,20.1%,57.2%[activator],12.0,-0.1%,-0.5%,2.2%,-16.5%
COc1ccc(C2(c3ccc(OC)cc3)NC(=O)N(CC(=O)N3CCOCC3)C2=O)cc1,-0.9%,2.3%,-15.8%,9.4%,·,1.2,0.1%,4.3%,1.5%,-0.5%
O=C(Cc1ccc([N+](=O)[O-])cc1)NNC(=O)c1cccs1,-8.7%,1.5%,-17.2%,5.2%,32.4%[activator],0.2,0.3%,0.0%,-4.4%,-1.5%
CN(C)CCNC(=O)c1cc2c(=O)n(C)c3ccccc3c2n1C,5.0%,-5.4%,-25.0%,-1.7%,-14.9%,-1.9,0.2%,13.8%,-8.6%,7.0%
COC(=O)c1noc(C)c1-c1ccnn1C(=O)c1ccc(C)cc1,0.4%,-1.8%,-3.2%,3.2%,94.6%[activator],21.3,-0.1%,12.2%,4.1%,-3.8%
CN(C)/C=C(/C(=O)c1ccccc1)n1cncn1,0.3%,-0.5%,3.6%,-1.4%,11.6%,1.7,0.2%,2.5%,-2.2%,39.1%
CC(=O)c1cnc2nc(SCc3ccccc3)nn2c1C,0.1%,-6.1%,-22.7%,0.3%,1.8%,8.0,-0.2%,?,·,?
COc1ccc(/C=C2\SC(=S)N(CCC(=O)N(CCO)Cc3ccccc3)C2=O)cc1OC,5.2%,-5.9%,-64.9%[inhibitor],-1.4%,5.4%,0.2,-0.5%,-23.5%,2.7%,-70.1%
Cc1cc(C)cc(C(=O)NCC(=O)OCC(=O)c2c(N)n(C)c(=O)n(C)c2=O)c1,-4.7%,-3.5%,4.1%,3.1%,·,0.6,0.4%,19.0%,-3.4%,-1.5%
Nn1c(SCc2ccccc2)nnc1C1CCCCC1,-2.5%,-1.0%,0.5%,-11.4%,-6.8%,6.7,-0.3%,?,8.4%,67.1%
COc1ccc(OC(C)c2ccc(C#N)c(=O)[nH]2)cc1 (configuration not stated),-7.3%,1.8%,-25.6%,0.5%,18.8%,-1.5,0.1%,-8.6%,-1.7%,18.1%
O=C(Nc1ccc(S(=O)(=O)N2CCc3ccccc3C2)cc1)C1CCCO1 (configuration not stated),1.0%,-11.6%,-3.5%,·,16.2%,28.4,·,·,·,-28.1%
O=C(CS(=O)c1ccc(Br)cc1)N1CCOCC1 (configuration not stated),-0.7%,-8.2%,4.9%,13.6%,-5.6%,4.1,0.2%,-2.9%,1.2%,0.3%
COC(=O)c1ccc(C(=O)OC)c(NC(=O)COc2ccccc2OC)c1,8.7%,-0.9%,-2.0%,1.2%,-2.9%,25.7,-0.1%,-16.1%,-6.6%,0.8%[1.84 µM]
Cc1cccc(NC(=O)N2CCN(Cc3ccc4c(c3)OCO4)CC2)c1C,5.0%,-2.6%,0.0%,-1.4%,1.9%,27.9,-0.9%,5.3%,-1.1%,-11.2%
CCN1C(Nc2ccccc2)=NC[C@@H]1CC(C)C,-0.1%,0.8%,11.3%,-5.2%,-2.7%,2.6,0.2%,?,·,-7.8%
CC(C)(C)NC(=O)C(c1cccs1)N(C(=O)c1csnn1)c1cccc(F)c1 (configuration not stated),1.2%,-7.5%,31.1%,4.6%,9.0%,5.1,-0.1%,-4.8%,-3.7%,2.4%
C=CCN(C(=O)c1csnn1)C(C(=O)NC1CCCC1)c1c(F)cccc1Cl (configuration not stated),-3.6%,0.8%,12.6%,-5.2%,-3.3%,3.9,-0.6%,12.0%,6.7%,-31.3%
CCN(CC)C(=O)NC1CC2CCCC(C1)N2Cc1ccccc1 (configuration not stated),1.0%,-1.3%,-8.1%,-7.9%,2.0%,2.9,-0.1%,-2.1%,-19.8%,0.4%
CC(Nc1nc(-c2ccccc2O)nc2ccccc12)c1ccccc1 (configuration not stated),-9.1%,0.8%,-35.2%,23.1%,11.2%,7.6,-0.1%,?,9.5%,-3.1%
CC(=O)CSc1nc(N)c(C#N)c(-c2cccs2)c1C#N,·,-1.8%,5.5%,-0.7%,3.5%,5.1,-0.1%,?,12.0%,-29.7%
CCCCn1c(N)c(N(CCC(C)C)C(=O)c2c(C)noc2C)c(=O)[nH]c1=O,-7.8%,-4.4%,0.1%,-0.8%,·,1.9,-0.2%,-2.8%,9.4%,0.9%
COC1CCN(C(=O)c2ccc(OC3CCN(CCc4ccccc4)CC3)cc2)CC1,6.9%,-1.3%,-23.3%,4.0%,6.1%,-0.2,0.3%,-4.2%,-5.7%,8.5%

# 4 of these compounds, set out differently:
SMILES | TCR act | TSG101-PTAP inh | a7 integrin act | AT treatment | MLL CXXC-DNA inh | TRPV1 ag | B2AR arrestin | ELG1 repair inh | p53 reactivator | BRCA1 expr up
CCN(CC)C(=O)NC1CC2CCCC(C1)N2Cc1ccccc1 (configuration not stated) | 1.0% | -1.3% | -8.1% | -7.9% | 2.0% | 2.9 | -0.1% | -2.1% | -19.8% | 0.4%
CCN1C(Nc2ccccc2)=NC[C@@H]1CC(C)C | -0.1% | 0.8% | 11.3% | -5.2% | -2.7% | 2.6 | 0.2% | ? | · | -7.8%
Cn1c(N)c(C(=O)COC(=O)c2cc(C3CC3)nc3ccccc23)c(=O)n(Cc2ccccc2)c1=O | 1.4% | 2.0% | -1.0% | 20.1% | 57.2%[activator] | 12.0 | -0.1% | -0.5% | 2.2% | -16.5%
CN(C)/C=C(/C(=O)c1ccccc1)n1cncn1 | 0.3% | -0.5% | 3.6% | -1.4% | 11.6% | 1.7 | 0.2% | 2.5% | -2.2% | 39.1%

# Remaining list, next part.
SMILES,TCR act,TSG101-PTAP inh,a7 integrin act,AT treatment,MLL CXXC-DNA inh,TRPV1 ag,B2AR arrestin,ELG1 repair inh,p53 reactivator,BRCA1 expr up
O=C(Cn1c(=O)[nH]c2ccccc2c1=O)Nc1ccc2c(c1)OCCO2,5.0%,2.9%,?,-7.6%,-1.5%,0.7,0.1%,?,6.5%,40.7%
CCOCCOC(=O)c1cccc(NC(=O)OCC)c1,0.7%,2.8%,-3.8%,-9.4%,-1.1%,·,-0.7%,?,3.2%,14.9%
O=C(c1ccc(Oc2ccccc2)cc1)C1CCCN(C(=O)c2cnccn2)C1 (configuration not stated),-1.9%,-7.0%,-45.1%[inhibitor],-10.1%,3.1%,-0.3,-0.6%,20.6µM*,-2.5%,-25.4%
CC1(C)CC(=O)C(C=Nc2cc(C(=O)c3ccccc3)ccc2N)=C(O)C1,1.7%,0.8%,-4.3%,0.4%,29.8%,16.6,0.3%,-3.3%,6.4%,?
Cc1ccc(CSc2ccc(C(=O)N3CCOCC3)cc2[N+](=O)[O-])cc1,-1.5%,2.0%,-12.7%,0.5%,4.2%,1.2,0.1%,9.5%,-3.8%,43.6%
CCOC(=O)N1CCN(CC(=O)Nc2nc3ccc(OC)cc3s2)CC1,-0.6%,0.6%,-2.0%,-0.7%,-2.9%,8.9,3.2%,14.6µM*,0.9%,-32.4%
Cc1cccc(OCCCN2C(=O)C(=O)c3cc(C)ccc32)c1,9.5%,-1.1%,0.0%,-3.9%,?,15.8,0.2%,-0.4%,5.6%,3.2%
CNC(=S)N1CCc2cc(OC)c(OC)cc2C1COc1ccc(OC)cc1 (configuration not stated),4.9%,-3.6%,-12.0%,5.8%,5.9%,1.7,0.2%,-8.6%,-0.2%,-21.2%
CC(OC(=O)CCc1ccccc1)C(=O)Nc1ccc(Cl)cn1 (configuration not stated),5.2%,1.7%,-12.4%,5.5%,·,?,0.2%,20.2%,-3.2%,-4.8%
O=C(O)c1ccc(NS(=O)(=O)c2cc(Cl)ccc2Cl)cc1O,1.7%,-8.8%,-13.7%,-3.6%,-16.0%,-6.6,-0.7%,14.0%,15.4%,-3.5%
COc1ccc(COC(=O)C2=C(C)NC(=O)NC2c2cccc(Br)c2)cc1 (configuration not stated),8.2%,-4.5%,13.6%,-6.7%,3.0%,15.8,-1.1%,?,0.8%,-37.3%
CN(Cc1ccccc1)C(=O)CN1C(=O)NC(C)(c2ccc(C(C)(C)C)cc2)C1=O (configuration not stated),-3.9%,-5.0%,-3.8%,-2.3%,-11.0%,2.9,0.4%,-21.2%,0.1%,-22.0%

# Screening results: PubChem, National Center for Advancing Translational Sciences (NCATS)
